# Casp1 inh: blocks human caspase-1 allosterically or competitively | actives 0.03% (n = 75,000) | P29466 | Potency, µM (series often up to 57.5 µM), for inactives: at the top dose activity change, negative = inhibition, hits mostly inhibitors | Caspase-1 enzyme, Ac-WEHD-AFC fluorogenic rate;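 also: potency is read from the fitted curve at half-maximal effect; plate controls were vehicle for no effect and no substrate for full effect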
# BRCT inh green: inhibitors of human BRCA1 BRCT-phosphoprotein interaction (green fluorophore); P38398; BRCA1 BRCT-phosphopeptide binding, green fluorescence polarization; Potency, µM (top dose mostly 76.9 µM), inactives show at the top dose activity change, negative = inhibition, most hits filed as inhibitors; actives 0.05% (n = 75,000);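 also: potency is read from the fitted curve at half-maximal effect; plate controls were peptide without protein for full effect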
#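 Fluorescence polarization: His-tagged BRCT (~35 kDa BRCA1 C-terminus, 250 nM) bound to 100 nM fluorescein-labeled phosphorylated 10-aa BACH1 peptide, pH 7.3 phosphate buffer with DTT and Tween 20. Compounds incubated 12 min at room temperature; inhibition read as lowered polarization.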
# Pol III holo inh: blocks replication by bacterial DNA polymerase III holoenzyme | reconstituted DNA polymerase III holoenzyme replication, biochemical | Potency, µM (titrated, usually from 57.1 µM), inactives show top-dose activity change, negative = inhibition | AID 603 | actives 0.25% (n = 71,000); also: potency is read from the fitted curve at half-maximal effect; % is scaled to controls: 0 for no effect and ±100 for the full control effect
#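 Reconstituted *E. coli* holoenzyme (0.35 nM Pol III, 1 nM beta, 154 nM SSB, 2 nM primase) was preincubated with compound for 15 min at RT. Synthesis on 1.4 nM ssM13Gori ran 35 min, then was stopped with PicoGreen/EDTA and read as dsDNA fluorescence.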
# Tau fil binding: binds recombinant human tau filaments; P10636; recombinant tau filaments, thioflavin S fluorescence, 15 h; filaments grown with octadecylsulfate alongside compound; Potency, µM (doses to about 57.1 µM), for the others: top-dose activity change, negative = inhibition; actives 2% (n = 71,000);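 also: potency is read from the fitted curve at half-maximal effect; % is scaled to controls: 0 for no effect and ±100 for the full control effect; actives lower thioflavin S fluorescence by blocking filaments or displacing dye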
#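 Recombinant tau protein (human, 1 uM final) plus 30 uM ODS in HEPES pH 7.4 with NaCl, DTT and thioflavine S. Compound present from the start; fluorescence at 510 nm after 15 h, 37 C.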
# Caspase-7 inhib: blocks human caspase-7 allosterically or competitively | recombinant caspase-7, Ac-DEVD-AFC fluorescence rate | Potency, µM (doses to about 57.5 µM), for inactives: at the highest dose activity change, negative = inhibition, hits mostly inhibitors | actives 0.02% (n = 75,000) | AID 889; active = well fitted inhibition curve with a large enough effect in the main read-out, with a control signal flat, not every such curve was filed as active; inconclusive = small, poorly fitted or top-dose-only effect, or a change in a side signal; also: potency is read from the fitted curve at half-maximal effect; % of control where 0% means no effect
# HEK293 cAMP ctrl: raises cAMP in parental HEK293 cells, TSHR agonist counter-screen; AID 938; Potency, µM (titrated, usually from 57.1 µM), inactives show top-dose activation, usual class: activators; actives 2.5% (n = 73,000); parental HEK293 CNG cAMP sensor, membrane potential fluorescence; also: potency is read from the fitted curve at half-maximal effect; % of control where 0% means no effect; nearly all actives have a fitted effect of over 55% in size
#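 Counterscreen for endogenous-receptor signalling: CNG-channel HEK 293 cells report cAMP rise by membrane depolarization. After 60 min dye equilibration with 100 uM RO 20-1724, compounds incubated 30 min before bottom-read fluorescence at 590 nm.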
# HADH2 inh: blocks human hydroxyacyl-CoA dehydrogenase type II; AID 886; Potency, µM (top dose mostly 57.1 µM), inactives show top-dose activity change, negative = inhibition, usual class: inhibitors; recombinant HADH2, NADH fluorescence, beta-hydroxybutyryl-CoA; Q99714; actives 3.4% (n = 73,000); also: potency is read from the fitted curve at half-maximal effect; % is scaled to controls: 0 for no effect and ±100 for the full control effect; nearly all actives have a fitted effect of over 60% in size; many of its hits are not listed in these tables
# Target sequence (Q99714 whole entry, looked up, one chain of several): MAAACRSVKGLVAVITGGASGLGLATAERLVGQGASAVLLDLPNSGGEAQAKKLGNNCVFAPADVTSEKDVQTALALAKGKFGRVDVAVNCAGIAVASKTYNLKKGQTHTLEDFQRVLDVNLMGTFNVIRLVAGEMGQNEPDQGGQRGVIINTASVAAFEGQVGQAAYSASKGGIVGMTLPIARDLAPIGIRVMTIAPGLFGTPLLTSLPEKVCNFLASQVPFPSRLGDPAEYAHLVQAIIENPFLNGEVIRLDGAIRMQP
#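 20 nM HADH2 + cpd, 15 min RT; add 1 mM NAD+/90 uM beta-hydroxybutyryl-CoA; kinetic fluorescence 360/450 nm, 4 min. Tris-HCl pH 9.0, 0.01% Tween-20.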
# Rhodamine fluor: compound autofluorescence in rhodamine spectral region; Rhodamine-region fluorescence, 547/598 nm, Tris buffer; active compounds read high; max dye-equivalent concentration, M; actives 0.05% (n = 59,000); AID 594; in the data active = max dye-equivalent concentration above about 11 nM; inconclusive = between about 1.1 nM and that limit
#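 A six-point rhodamine series on each plate calibrates the signal. Compounds sit in 100 mM Tris (pH 8.0) for 15 min at ambient temperature before imaging through 547 nm/598 nm filters.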
# BRCT PPI red: BRCT-phosphoprotein interaction inhibition (red fluorophore); P38398; BRCT-phosphopeptide binding, red fluorescence polarization; Potency, µM (highest dose often 76.9 µM), without a hit: at the highest dose activity change, negative = inhibition, hits mostly inhibitors; actives 0.03% (n = 75,000); also: % is scaled to controls: 0 for no effect and ±100 for the full control effect
#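 Rhodamine-labelled pBACH1 10-mer (100 nM) bound to BRCT domain (100 nM) at pH 7.3; compounds incubated 12 min room temperature, polarization read. Free peptide defines full inhibition; unlabelled decapeptide titrated as control.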
# ALOX15 inhib: blocks human 15-lipoxygenase activity; P16050; purified 15hLO-1, xylenol orange hydroperoxide absorbance; Potency, µM (titrated, usually from 57.1 µM), inactives show at the highest dose activity change, negative = inhibition, actives largely listed as inhibitors; actives 1.4% (n = 74,000); AID 887; also: potency is read from the fitted curve at half-maximal effect; % is scaled to controls: 0 for no effect and ±100 for the full control effect; nearly all actives have a fitted effect of over 55% in size
# Target sequence (P16050 whole entry, looked up): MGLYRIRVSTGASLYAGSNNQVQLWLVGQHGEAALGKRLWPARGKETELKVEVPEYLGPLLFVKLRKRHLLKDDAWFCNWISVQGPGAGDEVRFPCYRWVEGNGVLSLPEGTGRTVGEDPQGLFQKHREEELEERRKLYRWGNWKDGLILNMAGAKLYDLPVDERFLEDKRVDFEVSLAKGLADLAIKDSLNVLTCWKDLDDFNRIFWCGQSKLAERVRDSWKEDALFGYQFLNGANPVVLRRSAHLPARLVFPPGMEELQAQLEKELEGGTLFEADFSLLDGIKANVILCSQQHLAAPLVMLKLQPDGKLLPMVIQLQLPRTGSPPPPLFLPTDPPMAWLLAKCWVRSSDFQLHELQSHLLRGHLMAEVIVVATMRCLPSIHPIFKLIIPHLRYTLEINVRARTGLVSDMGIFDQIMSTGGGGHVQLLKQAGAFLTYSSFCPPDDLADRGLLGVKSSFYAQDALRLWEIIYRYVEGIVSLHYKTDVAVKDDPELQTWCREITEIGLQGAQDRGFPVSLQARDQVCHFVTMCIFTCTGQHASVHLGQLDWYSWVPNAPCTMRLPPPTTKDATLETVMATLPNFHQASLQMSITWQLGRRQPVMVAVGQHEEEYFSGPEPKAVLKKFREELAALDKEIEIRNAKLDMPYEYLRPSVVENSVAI
#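 Purified human 15hLO-1 (40 nM) in 25 mM Hepes pH 7.5, 0.01% Triton X-100, preincubated 15 min RT with compound, then 50 uM arachidonic acid for 6 min. Hydroperoxide read by ferrous/xylenol orange, 30 min; 573/405 nm absorbance ratio gave progress.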
# USP2a inh: USP2a (human) protease inhibition; O75604; USP2a enzymatic assay, qHTS inhibition; Potency, µM (doses to about 38.3 µM), for the others: at the highest dose activity change, negative = inhibition, usual class: inhibitors; actives 0.1% (n = 60,000); AID 927;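 also: potency is read from the fitted curve at half-maximal effect; nearly all actives have a fitted effect of over 60% in size; plate controls were DMSO for no effect and NEM full inhibition control for full effect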
#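 USP2 core (20nM final) preincubated 30 min RT with compound, then Ub-PLA2 20nM and NBD C6-HPC 20uM final added; buffer 20mM Tris-HCl pH 8.0, 2mM CaCl2. Fluorescence Ex 460/Em 535 read at 0 and 2.5 h; normalized to NEM.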
# An asterisk follows results filed as active; i = inactive; ? = inconclusive; · = no result given; [ ] = remark or other dose. Unless noted, calls follow the shape of the dose curve; as a rule, active = well fitted curve in the direction sought with a large enough effect; inconclusive = small, poorly fitted or top-dose-only effect, or another doubt; inactive = no such curve, though single readings can be large; an effect the other way counts as inactive or inconclusive. The list is partial; rates above refer to the full screens.
# The opening five records as a preview:
nr | SMILES | Pol III holo inh | BRCT inh green | BRCT PPI red | Caspase-7 inhib | Rhodamine fluor | HEK293 cAMP ctrl | USP2a inh | ALOX15 inhib | HADH2 inh | Tau fil binding | Casp1 inh
1 | Cc1nc2cc(NC(=O)N(C)c3ccc4ccccc4c3)ccc2o1 | -4% | -0.1% | -0.3% | -1% | i | 15% | 11% | 6% | 8% | -10% | 1%
2 | NC(=O)c1cc(S(=O)(=O)Nc2cccc(F)c2)co1 | -7% | -0.7% | 1.5% | 1% | · | ? | · | 8% | 0% | -13% | 0%
3 | CCCCOC(=O)CSc1nnc(N)s1 | -16% | -1.7% | 0.0% | 1% | · | 8% | 0% | 22% | 3% | -19% | -3%
4 | CCCCN(C)C(=O)c1cn(CC)c2ccc(S(=O)(=O)N(C)C)cc2c1=O | 1% | 0.9% | 0.7% | 0% | · | 2% | · | -13% | -2% | 10% | 0%
5 | Cc1cccc(C)c1NC(=O)C1(N(Cc2ccco2)C(=O)CC2NC(=O)NC2=O)CCCCC1 (stereo not drawn) | -4% | -1.0% | -0.3% | 1% | i | ? | 20% | 2% | -6% | 4% | 0%

# All compounds of this part, previewed entries included:
nr | SMILES | Pol III holo inh | BRCT inh green | BRCT PPI red | Caspase-7 inhib | Rhodamine fluor | HEK293 cAMP ctrl | USP2a inh | ALOX15 inhib | HADH2 inh | Tau fil binding | Casp1 inh
1 | Cc1nc2cc(NC(=O)N(C)c3ccc4ccccc4c3)ccc2o1 | -4% | -0.1% | -0.3% | -1% | i | 15% | 11% | 6% | 8% | -10% | 1%
2 | NC(=O)c1cc(S(=O)(=O)Nc2cccc(F)c2)co1 | -7% | -0.7% | 1.5% | 1% | · | ? | · | 8% | 0% | -13% | 0%
3 | CCCCOC(=O)CSc1nnc(N)s1 | -16% | -1.7% | 0.0% | 1% | · | 8% | 0% | 22% | 3% | -19% | -3%
4 | CCCCN(C)C(=O)c1cn(CC)c2ccc(S(=O)(=O)N(C)C)cc2c1=O | 1% | 0.9% | 0.7% | 0% | · | 2% | · | -13% | -2% | 10% | 0%
5 | Cc1cccc(C)c1NC(=O)C1(N(Cc2ccco2)C(=O)CC2NC(=O)NC2=O)CCCCC1 (stereo not drawn) | -4% | -1.0% | -0.3% | 1% | i | ? | 20% | 2% | -6% | 4% | 0%
6 | Cc1ccc(S(=O)(=O)N2CCC(C(=O)N[C@@H](C)C(=O)NCc3ccccc3)CC2)cc1 | -6% | -0.2% | -0.1% | 1% | i | 2% | 1% | 5% | 2% | 5% | 1%
7 | Cc1ccc(Cn2nnc3c(=O)n(Cc4cccc(C)c4)cnc32)cc1 | 3% | -0.2% | -1.0% | -3% | i | ? | 2% | ? | 5% | 1% | -3%
8 | Cn1cccc1C(=O)N1CCC2(CCCN(c3ncccn3)C2)CC1 | -4% | 2.3% | -1.6% | 0% | i | -3% | 19% | -10% | 3% | -14% | 0%
9 | O=S(=O)(c1ccc2nc(COc3ccc(Cl)cc3Cl)[nH]c2c1)N1CCOCC1 | -3% | -2.5% | 0.5% | 4% | i | 17% | 45%[activator] | -12% | 32%[activator] | 15% | -3%
10 | COc1ccccc1C(=O)Nc1cccc(-c2cn3ccsc3n2)c1 | -6% | 2.7% | 0.7% | 0% | i | 7% | 29% | -7% | -6% | 17% | 1%
11 | CCS(=O)(=O)N1CCC(C(=O)NC2CCCCC2)CC1 | 14% | -3.8% | -0.5% | 1% | i | 11% | -5% | 6% | 6% | -36% | -1%
12 | COC(=O)[C@@]1(Cc2ccc(F)cc2)[C@H]2c3cc(C(=O)N(C)C)n(CCO)c3C[C@H]2CN1C(=O)c1ccccc1 | -4% | -1.2% | -0.2% | 2% | · | 11% | · | · | 23% | 11% | 0%
13 | CN(CCCNC(=O)C1CCN(S(=O)(=O)N2CCC3(CC2)OCCO3)CC1)Cc1ccccc1 | -2% | -1.9% | 0.7% | 1% | i | ? | 4% | 12% | 9% | -28% | -1%
14 | CN(C)Cc1ccccc1-c1ccc2ncnc(N(C)C)c2c1 | -6% | -1.8% | 0.3% | -5% | i | 16% | -14% | 18% | 8% | -4% | -1%
15 | O=C(COc1ccccc1)N1CCN=C1c1ccccc1 | -6% | 1.3% | 0.2% | 0% | i | 17% | -8% | -6% | 5% | 6% | 0%
16 | O=C(C1CCC(CNS(=O)(=O)c2cccc3cccnc23)CC1)N1CCCC1 (stereo not drawn) | -2% | -2.8% | -0.5% | -2% | · | 25µM* | · | 1% | 3% | 0% | 0%
17 | O=C(CSc1nnc2scc(-c3ccccc3)n12)N1CCN(Cc2ccccc2)CC1 | -2% | 3.4% | -3.8% | 0% | i | -1% | 29% | -2% | -25% | -5% | 0%
18 | O=C(c1cc(-c2cccnc2)nc2ccc(Br)cc12)N1CCC2(CC1)OCCO2 | -3% | -2.4% | -1.8% | 0% | i | 22% | 2% | 4% | -2% | 1% | -2%
19 | CCn1c(=O)c2c(n3cnnc13)-c1ccccc1CC21CCCCC1 | -3% | -1.0% | -1.7% | -2% | · | 0% | 2% | -7% | 6% | 20% | -1%
20 | COc1ccccc1OCCC(=O)OCC(=O)NC(=O)NC(C)(C)C | -1% | -0.6% | -2.7% | 7% | i | ? | -7% | -5% | -3% | -4% | 0%
21 | CCOc1cc(NC(=O)c2ccco2)c(OCC)cc1NC(=O)COc1ccccc1 | -3% | -1.5% | 1.6% | -1% | i | ? | · | -7% | 33%[activator] | -5% | -4%
22 | CCOC(=O)c1ccc(CSc2nncn2N)o1 | -13% | 0.2% | -0.6% | -1% | · | 3% | 1% | 0% | -7% | 4% | -2%
23 | O=C(O)c1ccc(F)c(S(=O)(=O)Nc2ccccc2)c1 | -8% | -3.2% | 0.5% | 1% | · | -2% | -5% | 5% | -5% | -1% | 0%
24 | Cc1ccccc1OCC(=O)Nc1ccc(N2CCN(S(C)(=O)=O)CC2)cc1 | -8% | -0.9% | -1.7% | 0% | i | -9% | 132%[activator] | 0% | 23% | -21% | 0%
25 | COc1ccc2nc(C)c(C(=O)OCCN(C)C)cc2c1 | 0% | -0.8% | -0.8% | -1% | i | 4% | 0% | -6% | ? | 5% | -1%
26 | CC(C#N)Sc1nc2ccccc2c(=O)n1-c1ccccc1 (stereo not drawn) | -2% | 2.8% | -0.6% | -2% | i | ? | 7% | -17% | -1% | -4% | 0%
27 | CC1=C(C(=O)OC2CCCCCCC2)C(c2cccc(O)c2)NC(=O)N1 (stereo not drawn) | -1%[11.4 µM] | 3.0% | 0.4% | -1% | · | -5%[11.4 µM] | 23%[7.66 µM] | ? | 0%[11.4 µM] | -8%[11.4 µM] | 0%
28 | CN1C(=O)C(CC(=O)Nc2ccc3c(c2)Cc2ccccc2-3)N(C)C1=O (stereo not drawn) | -8% | -0.9% | -1.2% | -1% | i | -15% | 28% | 6% | 3% | -11% | 0%
29 | COC(=O)c1ccc(C(=O)OC)nc1 | 9% | -1.1% | 0.0% | 0% | i | 2% | -2% | 4% | 6% | 6% | 1%
30 | COc1cc(-n2c(=O)c3ccccc3n(Cc3cccnc3)c2=O)cc(OC)c1OC | -2% | -2.1% | 1.4% | -1% | i | 0% | 2% | 5% | -8% | -3% | 2%
31 | Clc1ccccc1C1=Nn2c(nnc2-c2ccncc2)SC1 | -7% | 3.4% | -1.8% | -2% | i | 4% | 3% | 7% | ? | -3% | -1%
32 | CCc1ccccc1N1C(=O)C2CC=CCC2C1=O (stereo not drawn) | 1% | -1.5% | 1.5% | 4% | · | 6% | -5% | 4% | -2% | 8% | 3%
33 | Cc1nc([N+](=O)[O-])cn1-c1nc2ccccn2c1[N+](=O)[O-] | -3%[11.4 µM] | 0.4%[15.4 µM] | -1.1%[15.4 µM] | 3%[11.5 µM] | i | 2%[11.4 µM] | · | 2%[11.4 µM] | -3%[11.4 µM] | -7%[11.4 µM] | -2%[11.5 µM]
34 | Cc1[nH]nc2c1C(c1cn[nH]c1-c1ccc(F)cc1)C(C#N)=C(N)O2 (stereo not drawn) | -7% | -2.6% | -1.7% | -1% | i | 7% | -6% | -5% | -10% | 2% | 0%
35 | CSc1cccc(NC(=O)CN(C)S(=O)(=O)c2ccc(C)cc2)c1 | 0% | 0.1% | -0.1% | 2% | · | 2% | -3% | 1% | 0% | 11% | 0%
36 | CC(=O)N1CCN=C1SCc1ccccc1F | -5% | -2.3% | -0.8% | -2% | · | 6% | · | 0% | -2% | -6% | -1%
37 | Cc1cc(=O)n2nc(-c3ccccc3)sc2n1 | -2% | -1.3% | -3.0% | 2% | i | 2% | -4% | 4% | ? | 4% | 4%

# Source: PubChem BioAssay (National Center for Advancing Translational Sciences (NCATS))
